# AddAB inh = less growth of phage-infected E. coli with AddAB; E. coli expressing H. pylori AddAB, absorbance growth; inhibition, % at 11.9 µM; actives 0.29% (n = 330,000); AID 435030; in the data active = inhibition above about 12%;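 note: 0% = vehicle wells of infected cells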
# Ecoli viability = bacterial growth inhibition, counter-screen for AddAB inhibitors | E. coli V3065 growth, OD600 absorbance, 18 h | inhibition, % at 11.9 µM | actives 0.27% (n = 330,000) | AID 449728;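 active = inhibition above the campaign's mean inhibition across all tested compounds plus 3 SD, cut at about 9.9% in these data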;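 note: uninfected addAB+ strain grown without phage in ampicillin broth; 0% = DMSO wells and 100% = ciprofloxacin 0.95 µg/ml wells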
# SR-BI DiI inh = mouse SR-BI HDL lipid transfer inhibition. Q61009. inhibition, % at 12.5 µM. ldlA[mSR-BI] CHO cells, DiI-HDL uptake fluorescence, 3 h. actives 0.96% (n = 320,000);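 active = mean replicate inhibition of at least 70% and a set share of replicates each scoring 70 or more; inconclusive = meets just one of the two criteria; inactive = fails both criteria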;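 note: 0% = median of neutral control wells and 100% = median of positive control wells; values of inactives mirror those of a sister screen read the other way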
# Target sequence (Q61009 whole entry, looked up): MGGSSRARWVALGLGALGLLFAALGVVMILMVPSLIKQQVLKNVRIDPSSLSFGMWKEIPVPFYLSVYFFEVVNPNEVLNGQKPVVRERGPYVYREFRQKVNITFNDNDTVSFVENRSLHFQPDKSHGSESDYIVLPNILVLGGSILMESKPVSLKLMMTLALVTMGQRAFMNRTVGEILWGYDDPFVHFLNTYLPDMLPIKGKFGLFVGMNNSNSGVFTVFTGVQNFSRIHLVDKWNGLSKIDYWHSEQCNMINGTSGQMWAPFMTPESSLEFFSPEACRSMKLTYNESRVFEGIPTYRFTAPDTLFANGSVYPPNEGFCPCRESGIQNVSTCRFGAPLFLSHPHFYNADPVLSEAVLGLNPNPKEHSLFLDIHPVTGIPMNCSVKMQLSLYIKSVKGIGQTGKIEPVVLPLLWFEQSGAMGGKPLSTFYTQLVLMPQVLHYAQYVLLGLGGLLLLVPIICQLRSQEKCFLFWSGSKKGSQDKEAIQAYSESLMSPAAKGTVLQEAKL
# CAL PDZ FP-1 = inhibitors of human CAL PDZ peptide binding | Q9HD26 | purified CAL PDZ, TMR-peptide fluorescence polarization, 1 h | inhibition, % at 24.9 µM | actives 0.92% (n = 300,000) | AID 602252;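 active = mean inhibition of at least 30% with at least half of replicates also reaching 30%; inconclusive = no clear call, values can overlap the other calls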;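 note: 0% = DMSO neutral control and 100% = excess unlabeled competitor peptide PRC23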
# SR-BI uptake up = activators of SR-BI mediated HDL lipid uptake; CHO ldlA[mSR-BI] cells, DiI-HDL uptake fluorescence, 3 h; 100 = double the neutral-control signal; activation, % at 12.5 µM; actives 0.096% (n = 320,000);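 active = mean replicate activation of at least 60% and every replicate at or above 60%; inconclusive = mean or all-replicate condition met, but not both; inactive = mean below 60% and not all replicates reaching 60%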;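 note: 0% = median plate neutral-control signal and 100% = twice that signal; values of inactives mirror those of a sister screen read the other way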
#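 Assay system: CHO ldlA[mSR-BI] cells, LDL receptor-null, SR-BI overexpressing; medium: Ham's F12 with 0.5% BSA, HEPES 25 mM, pH 7.4; also added: DiI-HDL 10 µg/mL; timing: 3 h uptake period with compound, 37 °C; signal: DiI fluorescence, bottom read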
# Wnt bcat act = activators of Wnt/beta-catenin signaling | Wnt/beta-catenin reporter cell assay, activator, plate reader | activation, % at 9.35 µM | actives 1.2% (n = 300,000) | AID 743398; in the data active = activation above about 30%, passing the limit was not always enough; inconclusive = no clear call, values can overlap the other calls;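 note: 0% = neutral control wells and 100% = positive control wells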
# phage Ecoli inh = E. coli growth loss with phage present; AID 651602; actives 0.26% (n = 360,000); inhibition, % at 11.9 µM; growth absorbance; in the data active = inhibition above about 11%
# MITF TRPM1 HTS = activators of MITF-driven TRPM1 promoter activity in SK-MEL-5 cells | SK-MEL-5 TRPM1-promoter luciferase, 24 h; % of positive control, neutral wells = 0 | activation, % at 12.5 µM | actives 0.75% (n = 300,000) | AID 588334;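 active = mean activation of at least 80% with every replicate also reaching 80%; inconclusive = mean reaches 80% but some replicate falls short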;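 note: 0% = neutral control wells and 100% = parthenolide positive control wells; values of inactives mirror those of a sister screen read the other way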
# CAL PDZ FP-2 = inhibitors of human CAL PDZ peptide binding; inhibition, % at 20 µM; Q9HD26; AID 504414; purified CAL PDZ, TMR-peptide fluorescence polarization, 1 h; actives 0.02% (n = 330,000);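 active = highest replicate inhibition of at least 40%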;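 note: plate controls were DMSO neutral control wells for no effect and unlabeled competitor peptide control wells for full effect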
#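 Material: tagged CAL PDZ protein CerCALP, purified; buffer or medium: sodium phosphate/NaCl buffer pH 7.4 with TCEP, IgG, Thesit; also added: fluorescent TMR peptide probe; schedule: 1 h incubation at room temperature before polarization reading; technique: fluorescence polarization from S- and P-plane intensities, G-factor corrected; control set: unlabelled peptide and DMSO controls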
# Tat transport = blocks Tat-dependent protein export in E. coli; E. coli MC4100 TorA-mCherry Tat export, fluorescence; inhibition, % at 10 µM; actives 0.036% (n = 340,000);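 active = mean replicate inhibition at least 50% and at least half of replicates individually reaching 50%; inconclusive = only one of the two criteria met; inactive = neither criterion met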;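 note: exported cargo escapes ClpAP degradation while cytoplasmic cargo is degraded and loses fluorescence; 0% = median of neutral control wells and 100% = median of NaSCN control wells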
# An asterisk follows results filed as active; ? = inconclusive; . = no result given.
SMILES,AddAB inh,Ecoli viability,SR-BI DiI inh,CAL PDZ FP-1,SR-BI uptake up,Wnt bcat act,phage Ecoli inh,MITF TRPM1 HTS,CAL PDZ FP-2,Tat transport
CC1CCCCC1NC(=O)CCS(=O)(=O)c1ccc2c(c1)NC(=O)CO2 (centres undefined),2.4,0.0,-4,0,4,-3,1.0,5,-0.5,-5
O=[N+]([O-])c1cccc(C2Nc3cccc4cccc(c34)N2)c1,0.5,-2.3,25,-2,-25,-2,4.3,-3,-1.4,6
O=C1C(=NO)C(c2ccccc2)Oc2ccccc21 (centres undefined),.,.,-5,2,5,-2,-1.3,-8,-0.2,2
COc1ccc(CCNC(=O)CCC(=O)n2ncc3cc(C)ccc32)cc1OC,0.0,1.7,-4,-3,4,4,-0.4,.,-1.2,-1
Cc1ccc(N2CC(C(=O)Nc3nnc(SCc4cccnc4)s3)CC2=O)cc1 (centres undefined),2.1,0.7,-10,-6,10,0,1.1,0,-1.3,-1
Cn1ccnc1C1CCCCN1C(=O)c1cc(COc2ccc(F)cc2F)on1 (centres undefined),3.4,0.5,.,6,.,1,-1.4,11,-1.9,1
CC(=O)Nc1nc(C)c(Cc2ccccc2)c(=O)[nH]1,1.3,4.4,-12,0,12,-3,0.3,-7,-0.9,-3
Cn1ncc(Br)c1C(=O)NC1CCCCCC1,.,.,-5,-4,5,3,1.5,-3,-2.3,-2
CN(C)CCNC(=O)c1onc(CSc2ccc(F)cc2)c1C(=O)NCCN(C)C,2.5,1.6,-14,-1,14,-4,0.9,8,0.5,-10
COc1ccc(S(=O)(=O)N(CC(=O)N/N=C/c2cccs2)c2ccc(C)cc2)cc1OC,1.4,1.1,-12,.,12,.,2.5,.,-1.3,6
CCn1nnc2cc(C(=O)N3CCC(C(=O)OC)CC3)ccc21,-1.5,-0.4,-5,0,5,-2,3.8,7,0.3,-6
COc1ccc(-c2cn(CCC(=O)NCc3ccc(C)cc3)c(CCN)n2)cc1,-3.4,2.3,8,-2,-8,-2,0.2,-2,-0.4,0
O=C(NCc1ccon1)C1CCC(=O)N(Cc2cccc(C(F)(F)F)c2)C1 (centres undefined),2.5,1.1,-3,1,3,1,5.2,9,-2.7,23
Cc1ccc(S(=O)(=O)N/N=C\c2cn(-c3ccccc3)nc2-c2ccccc2)cc1,2.5,0.0,16,-24,-16,.,0.5,18,-3.0,2
COc1ccc(NC(=O)CN(C)C(=O)CCC2CCCC2)cc1,.,.,-40,-3,40,-2,1.2,4,-1.5,2
c1ccc(-c2ccc(-c3ccccn3)s2)nc1,1.0,-0.7,-6,41*,6,-3,8.9,46,-0.8,-1
CCOc1ccc(Br)cc1C(=O)N/N=C/c1ccc([N+](=O)[O-])cc1,0.7,-3.9,65,.,-65,-4,3.6,-13,-0.3,14
O=C(Nc1ccc2c(c1)CCC2)Nc1ccccc1F,-0.9,-0.9,18,-1,-18,27,3.4,108*,-0.2,-7
CCOC(=O)c1sc(N)nc1-c1ccccc1,-1.4,-2.9,-9,.,9,2,2.1,-3,-0.4,7
CCOC(=O)c1c(C(C#N)C#N)cc(C)nc1C,-0.9,-1.8,-14,0,14,-3,3.5,.,-4.6,-1
O=C(/C=C/c1cccc([N+](=O)[O-])c1)OC1CCCCC1=O (centres undefined),1.3,-3.3,4,0,-4,.,3.2,6,-1.9,-6
CCn1c(SCC(=O)Nc2nccs2)nnc1-c1ccccc1,-0.4,-1.4,-23,-1,23,.,0.6,-8,0.3,5
COC(=O)c1sc2nc(CN3CCN(c4cccc(C(F)(F)F)c4)CC3)[nH]c(=O)c2c1C,3.0,-1.4,8,-1,-8,9,4.3,-12,-2.5,2
CC(=O)c1cccc(CN2CCN(CC=C(C)C)C(CCO)C2)c1 (centres undefined),-1.0,-1.7,-3,51*,3,0,0.5,2,.,1
Nc1nc2c(s1)COc1ccccc1-2,1.4,1.1,-4,.,4,7,0.7,-6,-0.5,-3
# Next records
SMILES,AddAB inh,Ecoli viability,SR-BI DiI inh,CAL PDZ FP-1,SR-BI uptake up,Wnt bcat act,phage Ecoli inh,MITF TRPM1 HTS,CAL PDZ FP-2,Tat transport
O=C1NC2(CCSC2)C(=O)N1CC(=O)N(Cc1ccccc1)C1CCS(=O)(=O)C1 (centres undefined),1.2,0.1,-23,7,23,-1,3.0,-6,0.4,-7
Cn1nnnc1Sc1ncnc2scc(-c3cccc(F)c3)c12,-2.5,-3.2,5,-5,-5,-15,-1.5,-77,0.1,-6
COc1ccc(OCc2nnc(SCC(=O)Nc3ccccc3F)o2)cc1,1.8,-0.3,-26,1,26,-5,-3.6,2,1.9,1
O=C1/C(=C\c2ccc3ccccc3c2)CCCc2ccccc21,-0.8,-1.9,-11,-6,11,.,1.8,41,-2.1,-2
Cc1sc(NC(=O)c2ccc(=O)n(C)n2)nc1-c1ccccc1,2.7,0.2,15,.,-15,3,1.1,32,-2.2,-16
c1ccc(-c2ccnc3ncnn23)nc1,1.3,-1.2,-9,3,9,-3,4.2,26,-0.7,-5
CC(C)(C)c1nc(CN2CCCCC2)cc(CN2CCCCC2)c1O,1.9,0.4,2,0,-2,-3,4.4,-2,-3.1,-1
CCOC(=O)C1CCCN(C(=S)Nc2ccc(S(=O)(=O)N3CCOCC3)cc2)C1 (centres undefined),0.2,2.3,-2,-3,2,-1,4.3,6,-0.6,-1
COc1cc2[nH]c(C(=O)Nc3ccc4c(c3)OCCO4)cc2c(OC)c1OC,3.8,0.7,86*,1,-86,4,3.2,-22,-0.5,-5
COC(=O)c1ccc(COC(=O)c2c(C)nn(Cc3ccccc3Cl)c2Cl)o1,0.1,-2.6,6,-3,-6,.,3.1,12,-1.2,8
CCC(=O)Nc1cccc(NC(=S)NC(=O)c2ccc(Cl)cc2)c1,0.3,-0.9,29,-1,-29,-3,3.7,54,-0.9,0
CN(C)S(=O)(=O)N1CCc2ccc(NC(=O)C3CCCO3)cc2C1 (centres undefined),.,.,4,-2,-4,0,-1.1,1,-1.5,-2
CCCSc1nnc(NC(=O)Nc2ccccc2)s1,4.6,1.8,14,0,-14,?,3.3,70,-0.5,-7
Cc1ccc2[nH]c3c(=O)n(CC(=O)NCCc4ccc(Cl)cc4)ncc3c2c1,2.7,-1.5,-16,-1,16,3,2.9,1,-2.0,9
CC(=O)C1=C(C)NC(=O)NC1c1cccc(O)c1 (centres undefined),5.3,0.5,9,-4,-9,-4,2.2,.,-0.5,0
COc1ccc(CCNC(=O)CCNS(=O)(=O)c2cccc3nsnc23)cc1OC,1.6,1.5,14,0,-14,.,1.4,-4,-1.7,-2

# 2 compounds from above, showing only AddAB inh.
Molecule	AddAB inh
O=C1/C(=C\c2ccc3ccccc3c2)CCCc2ccccc21	-0.8
Cn1nnnc1Sc1ncnc2scc(-c3cccc(F)c3)c12	-2.5

# Compound profiles (already shown):
# `CN(C)S(=O)(=O)N1CCc2ccc(NC(=O)C3CCCO3)cc2C1` (centres undefined) is listed as AddAB inh = .; Ecoli viability = .; SR-BI DiI inh = 4; CAL PDZ FP-1 = -2; SR-BI uptake up = -4; Wnt bcat act = 0; phage Ecoli inh = -1.1; MITF TRPM1 HTS = 1; CAL PDZ FP-2 = -1.5; Tat transport = -2
# `CCOC(=O)C1CCCN(C(=S)Nc2ccc(S(=O)(=O)N3CCOCC3)cc2)C1` (centres undefined) is listed as AddAB inh = 0.2; Ecoli viability = 2.3; SR-BI DiI inh = -2; CAL PDZ FP-1 = -3; SR-BI uptake up = 2; Wnt bcat act = -1; phage Ecoli inh = 4.3; MITF TRPM1 HTS = 6; CAL PDZ FP-2 = -0.6; Tat transport = -1
